Source: PubChem (several laboratories)
GC-A act = GC-A (human) enzyme activation. P16066. AID 1671463. activation, % at 10 µM. 370,000 tested, 0.14% active. HEK293 GC-A cells, cGMP TR-FRET, EC30 ANP; 0% at EC30 ANP, 100% saturating ANP; in the data active means activation above about 40%
Target sequence (P16066 whole entry, looked up): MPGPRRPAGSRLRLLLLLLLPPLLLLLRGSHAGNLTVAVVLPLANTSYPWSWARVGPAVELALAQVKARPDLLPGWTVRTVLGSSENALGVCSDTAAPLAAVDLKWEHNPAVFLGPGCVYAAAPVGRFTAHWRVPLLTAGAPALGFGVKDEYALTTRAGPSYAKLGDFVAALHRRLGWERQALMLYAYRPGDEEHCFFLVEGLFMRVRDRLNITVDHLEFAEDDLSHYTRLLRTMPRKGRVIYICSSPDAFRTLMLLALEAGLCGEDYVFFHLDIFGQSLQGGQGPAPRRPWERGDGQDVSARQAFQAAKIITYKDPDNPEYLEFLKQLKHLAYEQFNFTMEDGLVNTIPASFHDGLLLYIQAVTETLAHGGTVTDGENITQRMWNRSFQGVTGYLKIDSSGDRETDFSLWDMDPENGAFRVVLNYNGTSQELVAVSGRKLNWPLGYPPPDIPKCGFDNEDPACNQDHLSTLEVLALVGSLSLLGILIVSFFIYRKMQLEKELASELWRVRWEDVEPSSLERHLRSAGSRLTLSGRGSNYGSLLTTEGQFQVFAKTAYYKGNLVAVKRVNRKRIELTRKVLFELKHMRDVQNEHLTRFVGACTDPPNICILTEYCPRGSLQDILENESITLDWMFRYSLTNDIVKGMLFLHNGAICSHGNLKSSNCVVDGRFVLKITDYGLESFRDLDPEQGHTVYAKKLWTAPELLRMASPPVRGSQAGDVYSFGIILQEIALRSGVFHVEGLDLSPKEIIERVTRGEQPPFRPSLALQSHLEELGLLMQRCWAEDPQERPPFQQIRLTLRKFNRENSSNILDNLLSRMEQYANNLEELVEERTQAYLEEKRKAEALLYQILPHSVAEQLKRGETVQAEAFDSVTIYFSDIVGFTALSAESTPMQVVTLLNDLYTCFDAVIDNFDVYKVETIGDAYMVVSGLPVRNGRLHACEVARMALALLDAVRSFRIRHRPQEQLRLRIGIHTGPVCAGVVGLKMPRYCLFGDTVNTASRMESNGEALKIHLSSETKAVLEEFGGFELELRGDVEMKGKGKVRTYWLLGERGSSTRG
NPR2 activator = GC-B (human) receptor activation. activation, % at 10 µM. AID 1920062. HEK293-GC-B cells, CNP EC30, cGMP TR-FRET; 0% at EC30 CNP, 100% saturating CNP. 370,000 tested, 0.11% active;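 active means activation at 10 µM reaching about 35% in either raw or pattern-adjusted values, limit read from the data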
DAX1 inh-1 = blocks DAX1 repression of SF-1 activated StAR promoter. AID 652010. inhibition, % at 6.8 µM. HEK293T StAR-luciferase reporter, SF-1/DAX-1 repression relief. 370,000 tested, 1.1% active;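 active means inhibition above the mean over all tested compounds plus 3 SD, cut at about 3.6% in these data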;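 further: 0% = DAX-1 cells with DMSO and 100% = cells lacking DAX-1 with DMSO; higher inhibition means more luminescence from relief of DAX-1 repression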
SMARCA2 act = activators of SMARCA2 function | MG213 cells, MMTV-luciferase reporter, dexamethasone, overnight | activation, % at 9.1 µM | 370,000 tested, 1% active | AID 652017; in the data active means activation above about 7.8%;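 further: 0% = vehicle wells and 100% = reference activator wells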
proKLK7 act = activators of human kallikrein-7 zymogen; activation, % at 7 µM; purified proKLK7, EDANS-DABCYL substrate fluorescence; 100% is mature enzyme control, 0% vehicle; 370,000 tested, 0.9% active;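 active means activation above the mean of all tested compounds plus 3 SD, computed per campaign excluding outliers beyond control limits, cut at about 13% in these data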
sPLA2-III inh = Blocks human group III sPLA2 activity. inhibition, % at 12.2 µM. 370,000 tested, 0.56% active. QFRET BODIPY PC-A2 liposome hydrolysis, fluorescence. AID 743126. Q9NZ20;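 active means inhibition above mean plus 3 SD of compounds lying within the high and low control bounds, cut at about 19% in these data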;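 further: 0% = median of test compound wells and 100% = no enzyme DMSO wells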
hgDAF12 agonist = activates the H. glycines DAF-12 receptor ligand-binding domain; HEK293 GAL4-hgDAF12 UAS-luciferase reporter, agonist luminescence; normalized to butyrate control; activation, % at 6.8 µM; 370,000 tested, 1.8% active;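 active means activation above a cutoff set at the mean of all screened compounds plus 3 SD, cut at about 10% in these data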;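 further: 0% = DMSO wells and 100% = sodium butyrate wells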
ssDAF-12 act = activators of S. stercoralis DAF-12 nuclear receptor; HEK293 ssDAF-12/GRIP1 lit1-tk-luc reporter, luminescence; % of 3 µM dafachronic acid response; 370,000 tested, 1% active; activation, % at 6.8 µM;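 active means activation above the mean over all tested compounds plus 3 SD, cut at about 0.9% in these data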;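 further: 0% = DMSO-only wells and 100% = 3 µM delta7-dafachronic acid wells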
hcDAF-12 act = H. contortus DAF-12 activation, primary screen. HEK293 hcDAF-12 lit1-tk-luc reporter, luminescence; 0% DMSO, 100% Δ7-dafachronic acid. activation, % at 6.8 µM. 370,000 tested, 1.4% active. AID 652067;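 active means activation above the mean of all tested compounds plus 3 SD, cut at about 5.5% in these data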;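 further: 100% = response to 3 µM Δ7-dafachronic acid high control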
DAX1 inh-2 = inhibitors of human orphan nuclear receptor DAX1 (NR0B1). P51843. 340,000 tested, 0.99% active. HEK293 Gal4-DAX1 luciferase reporter, luminescence. AID 504766. inhibition, % at 6.75 µM;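 active means inhibition above the mean over all tested compounds plus 3 SD, cut at about 4.2% in these data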;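 further: 0% = DAX1-transfected cells with DMSO and 100% = empty-vector control cells with DMSO; inhibition shows as a rise in luminescence from relieved DAX1 repression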
GAA850 FXN act = frataxin GAA850 promoter activation. HEK293 lucGAA850 FXN promoter luciferase reporter, 24 h; percent of 10 µM SAHA response. activation, % at 6 µM. AID 540364. 360,000 tested, 0.56% active;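 active means activation above the average of all compounds screened plus 3 SD, cutoff fixed separately per campaign, cut at about 7.5% in these data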;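 further: 0% = DMSO wells and 100% = 10 µM SAHA wells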
The depositor's hits bear a star; x = not tested or not shown. Compounds were not picked by outcome. Share with any hit: about 6.7%.

SMILES	GC-A act	NPR2 activator	DAX1 inh-1	SMARCA2 act	proKLK7 act	sPLA2-III inh	hgDAF12 agonist	ssDAF-12 act	hcDAF-12 act	DAX1 inh-2	GAA850 FXN act
N=c1c(S(=O)(=O)c2ccc(Br)cc2)cc2c(=O)n3ccccc3nc2n1Cc1ccccc1	2	0	1.8	2	0.1	1	0.4	-1.1	-1.5	0.5	-0.4
Cc1cc(NC(=O)CS(=O)(=O)c2cn(Cc3cccc(Cl)c3)c3ccccc23)no1	-8	-6	-3.8	-5	0.8	-34	-4.6	-0.6	1.8	x	-0.3
Cc1cccn2c(=O)c3cc(C#N)c(=NC(=O)c4ccco4)n(Cc4ccco4)c3nc12	-13	1	-0.2	0	9.0	6	-0.1	-0.7	-0.4	-1.3	3.2
COCCN1CC(C(=O)NCc2ccccc2-n2ccnc2C)CCC1=O (stereo not given)	-6	-2	-0.4	-2	0.4	3	0.7	-0.9	-2.7	-0.1	1.3
COc1ccc(-n2c(SC(C)C(=O)N3CCOCC3)nc3ccccc3c2=O)cc1 (stereo not given)	0	-2	-0.2	-1	0.3	4	1.1	-0.9	-0.7	0.1	1.3
CC(=O)Nc1c(C(=O)O)oc2ccccc12	3	5	2.1	8.1*	0.2	1	7.7	-0.1	5.1	1.4	-0.3
NC(=O)Nc1ccccc1C(=O)NCCc1ccccc1	-1	1	1.4	5	0.3	9	8.8	1.1*	8.5*	1.5	1.6
Cn1c(SCC(=O)N2CCCC2)nnc1-c1cccs1	2	4	-0.4	2	0.0	3	-1.1	-0.4	-0.3	-0.7	-0.1
Cc1ccc(-c2nnc(SCC(=O)Nc3ccc(Oc4ccccc4)cc3)n2Cc2ccco2)cc1	2	0	-2.1	-5	-0.2	-7	-0.1	-1.8	-2.8	x	x
Cc1cc(C(=O)O)c2ccccc2n1	-4	6	-0.1	-2	0.2	1	-0.6	-1.1	-0.3	1.7	-0.7
CN(c1cccc(NC(=O)CN(c2cccc(Cl)c2)S(=O)(=O)c2ccc(Cl)cc2)c1)S(C)(=O)=O	-6	-2	-0.4	-3	-0.1	-28	0.6	-1.5	-0.7	-1.6	-5.8
Cc1ccc(C(=O)/C=C/c2c[nH]c3ccccc23)cc1	5	-9	1.5	3	0.1	-27	8.0	0.2	8.6*	2.2	6.1
Cn1c(C(=O)O)c(C=O)c2ccccc21	3	-6	0.1	-1	0.1	3	-2.4	-0.7	2.7	0.5	0.1
NNc1nccc(Nc2ccccc2C(=O)O)n1	1	4	0.1	-1	-2.8	-1	3.6	0.4	-0.8	0.2	-1.3
COc1ccc(N2CCN(C(=O)c3ccc(Br)o3)CC2)cc1	-2	1	-0.3	0	-0.5	4	2.7	-0.9	-1.2	0.2	-0.2
O=C(NCC12CC3CC(CC(C3)C1)C2)c1nn2c(c1Cl)NC(c1ccco1)CC2C(F)(F)F (stereo not given)	12	6	-0.7	-4	-0.2	-7	-1.1	-0.6	-0.6	-1.5	2.8
O=C(/C=C/c1ccc([N+](=O)[O-])cc1)Oc1ccc(/C=N/NC(=O)c2ccncc2)cc1	6	1	1.1	0	-0.4	7	-1.5	-1.4	-1.9	-0.1	1.3
CCN1C(=O)c2ccccc2S(=O)(=O)c2ccc(C(=O)N3CCOCC3)cc21	-2	8	0.3	-4	1.2	-7	-1.0	-1.2	-0.8	1.1	0.9
Cc1ccc(S(=O)(=O)N2CCOCC2)cc1NC(=O)CSc1nnc(N)s1	-5	-3	0.4	1	-0.8	0	-1.7	-1.3	-1.2	0.0	-0.1
CCn1c(SCC(=O)Nc2nncs2)nnc1-c1ccco1	3	4	-0.1	-3	0.4	10	-0.6	-1.2	-1.7	1.4	2.0
COc1ccccc1C(=O)Nc1ccnn1C1CCN(C/C=C/c2ccccc2)CC1	-5	-4	-1.6	0	-0.1	-17	-0.7	-0.9	-0.9	0.5	0.0
CCc1csc(CNC(=O)C2CCC(=O)N(Cc3cccc(OC)c3)C2)n1 (stereo not given)	2	-1	0.2	-1	-0.6	-1	3.6	-1.4	-0.2	0.1	1.9
S=C(Nc1ccc(Cl)cc1)N1CCN(C2CCCCC2)CC1	2	2	0.4	-2	-0.7	-2	-2.4	-0.6	-0.4	1.3	-0.1
Cc1cccc(NC(=O)CSCC(=O)N(C)CC(=O)Nc2cccc(F)c2)c1	-1	2	1.0	0	0.2	-1	-0.7	-0.8	-0.9	-1.2	1.3
CC(NC(=O)CCCN1C(=O)c2ccccc2C1=O)c1ccc2c(c1)CCCC2 (stereo not given)	-1	-4	-0.1	1	0.3	-1	0.2	-0.9	-1.7	0.9	1.9

The closing 2 entries of the part above come first, to join the parts.
SMILES	GC-A act	NPR2 activator	DAX1 inh-1	SMARCA2 act	proKLK7 act	sPLA2-III inh	hgDAF12 agonist	ssDAF-12 act	hcDAF-12 act	DAX1 inh-2	GAA850 FXN act
Cc1cccc(NC(=O)CSCC(=O)N(C)CC(=O)Nc2cccc(F)c2)c1	-1	2	1.0	0	0.2	-1	-0.7	-0.8	-0.9	-1.2	1.3
CC(NC(=O)CCCN1C(=O)c2ccccc2C1=O)c1ccc2c(c1)CCCC2 (stereo not given)	-1	-4	-0.1	1	0.3	-1	0.2	-0.9	-1.7	0.9	1.9
Cc1ccc(C)c(S(=O)(=O)N2CCN(CC(=O)NC(C)c3ccccc3)CC2)c1 (stereo not given)	-1	-6	-0.9	-2	0.6	-4	3.5	-1.1	-1.4	-0.6	0.3
O=C(CSc1ccccc1)N1CCC(N2CCC(C(=O)N3CCCC3)CC2)CC1	-4	2	-0.3	2	-0.5	4	-1.3	-0.8	0.7	-0.1	-0.4
CCN(CC)S(=O)(=O)c1cccc(C(=O)N/N=C(\C)c2ccc(O)cc2O)c1	3	0	-1.4	-3	-7.5	16	-6.6	-1.7	-1.3	-0.5	-6.2
CC(C)CCN(C)C1CCN(C(=O)Nc2ccc3c(c2)OCO3)CC1	1	-2	-0.3	0	0.2	5	0.2	-1.1	-4.2	x	x
COC(=O)C(NS(=O)(=O)c1ccc(NC(C)=O)cc1)C(C)C (stereo not given)	3	4	0.2	-2	0.7	0	1.4	-1.5	-1.5	-0.7	0.3
O=c1[nH]c(=O)n(C2OC(CO)C(O)C2O)c2c1CCCC2 (stereo not given)	1	1	0.3	-1	0.6	2	5.2	-1.8	-0.1	x	x
CCOC(=O)C1(Cc2cccc(F)c2)CCN(CCCn2cccn2)CC1	1	6	0.6	-3	-0.9	15	-1.1	-0.7	0.6	0.9	-1.7
CC(C(=O)NCCC1=CCCCC1)N1C(=O)c2ccccc2C1=O (stereo not given)	-2	0	0.0	-1	0.1	1	-3.5	-0.8	-1.9	1.1	1.0
CC(c1ccccc1)n1cc(C(=O)NCCCn2ccnc2)nn1 (stereo not given)	2	5	-0.2	1	-0.4	3	-0.5	-1.2	-0.3	0.6	0.0
CC(C)CCNC(=O)CN(Cc1ccc(F)cc1)C(=O)CCC(=O)Nc1ccccn1	-4	-4	-0.1	0	0.8	1	-1.0	-0.9	-2.2	-1.6	-0.2
Cc1nc(Sc2ccc(Br)cc2)c(C#N)c(C)c1[N+](=O)[O-]	-2	-2	-0.2	2	0.2	-3	0.0	-1.2	-1.1	0.6	2.8
COc1cccc(CNCc2ccccn2)c1OC	0	3	0.3	-1	0.1	3	0.2	-0.9	-0.4	0.9	2.3
CCOC(=O)N1CCN(C(=O)c2ccc3c(c2)N(Cc2ccccc2)CCS3)CC1	3	6	-2.4	-1	6.6	-6	-1.8	-1.6	0.1	0.2	-1.6
O=C(N/N=C/c1ccc([N+](=O)[O-])cc1)c1cc(C2CC2)nc2ccccc12	1	6	-1.4	-5	0.6	-4	-1.0	-0.7	0.6	2.1	-3.1
COc1ccc(NC(=O)NNC(=O)C(C)Oc2ccc3ccccc3c2)cc1OC (stereo not given)	-2	-1	-1.5	0	-0.4	-15	-2.5	-0.5	0.3	-0.7	1.6
COc1cc(C)ccc1OCCOCCOc1cc(C)c(C)cc1Br	-9	0	-0.6	1	0.4	-9	3.0	-1.6	0.0	0.3	3.4
CCCN(C(=O)C1CSC2(C)CCC(=O)N12)c1c(N)n(Cc2ccccc2)c(=O)[nH]c1=O (stereo not given)	3	3	-0.2	-2	-0.1	4	-1.9	-1.0	-1.2	0.5	1.2
Cc1noc(C)c1CSc1nc2cc(S(=O)(=O)N3CCOCC3)ccc2o1	3	5	-0.9	-2	0.2	-3	-0.6	-1.3	-0.7	-0.4	0.3
c1cc(CNCCNCc2ccncc2)ccn1	3	4	1.4	-4	0.2	11	-3.6	-1.3	-0.7	-0.8	-0.9
CCN1CCN(Cc2ccc(NC(=O)c3cc(NC(=O)c4cncc(-c5cccs5)c4)cc(OC)c3)cc2C(F)(F)F)CC1	5	6	1.3	11*	0.2	-11	3.1	-1.3	-2.9	1.6	-2.6
Cc1ccccc1OCC(=O)Nc1cc(S(=O)(=O)N2CCCCC2)ccc1N1CCN(C)CC1	-1	4	-0.6	-1	0.1	-16	0.7	-1.3	-2.4	x	-0.2
Cc1ccc(S(=O)(=O)NCc2ccc(C(=O)N3CCc4ccccc4C3)cc2)cc1	-2	2	-0.8	-5	0.5	-18	-0.8	-1.5	-3.9	-2.4	0.2
Cn1cccc1CC(=O)N/N=C/c1ccc(C(C)(C)C)cc1	-3	1	0.2	-5	0.9	4	-0.6	-0.8	-1.1	1.8	0.2
O=C(CS(=O)CC(=O)Nc1cccc2c1CCCC2)Nc1ccc(F)cc1 (stereo not given)	-1	0	0.5	-7	0.4	-11	2.0	-0.9	-2.0	-0.3	-1.1
O=C1NN(c2ccccc2)C(=O)/C1=C/c1ccc(-c2ccc(Cl)c(C(=O)O)c2)o1	-6	-3	0.1	0	-0.4	3	3.8	-1.3	0.2	-0.7	0.1
Going on with the list:
SMILES	GC-A act	NPR2 activator	DAX1 inh-1	SMARCA2 act	proKLK7 act	sPLA2-III inh	hgDAF12 agonist	ssDAF-12 act	hcDAF-12 act	DAX1 inh-2	GAA850 FXN act
COc1cccc(N2CCN(C(=O)c3cc(-c4ccc(F)cc4)[nH]c3C)CC2)c1	-6	0	-0.3	-1	0.8	-16	5.0	-0.7	1.3	-0.6	-0.3
Cc1ccccc1NC(=O)CN(C)S(=O)(=O)c1cccc2cccnc12	1	-8	0.2	-1	-0.5	0	-3.5	-1.6	-1.5	3.0	0.3
CCOc1cc(C(=O)Nc2ccc(S(=O)(=O)Nc3cnc4ccccc4n3)cc2)cc(OCC)c1OCC	-2	4	-0.2	0	-0.1	-54	1.9	-1.0	0.2	0.1	0.3
O=C1c2ccccc2C(=O)N1CCC#Cc1ccc2cc(CCCO)oc(=O)c2c1	3	-1	0.6	0	0.3	4	-1.5	-1.4	-1.6	0.9	2.7
O=C(NCc1cccnc1)c1cccc(Cl)c1	1	5	-0.6	0	0.5	1	-0.9	-1.1	1.4	0.1	-0.1
COc1cc(C)c(CN2CCC(n3nccc3NC(=O)C3CCOC3)CC2)cc1C (stereo not given)	-4	3	0.7	0	0.0	5	3.1	-1.7	-1.9	0.0	1.4
CC(C)C(C(=O)NCc1ccco1)N(C(=O)CNS(=O)(=O)c1ccc(Cl)cc1)C1CCCC1 (stereo not given)	-10	-13	-0.3	0	0.9	-17	0.0	-1.2	-1.6	0.9	-7.4
